Screening results deposited in PubChem BioAssay by Broad Institute.
TcdB GH inh = inhibitors of Clostridioides difficile toxin B glycohydrolase; P18177; TcdB glycohydrolase enzymatic assay, plate reader; inhibition, % at 9.99 µM; hit rate 0.24% among 350,000; in the data active = inhibition above about 10%
Target sequence (P18177 whole entry, looked up): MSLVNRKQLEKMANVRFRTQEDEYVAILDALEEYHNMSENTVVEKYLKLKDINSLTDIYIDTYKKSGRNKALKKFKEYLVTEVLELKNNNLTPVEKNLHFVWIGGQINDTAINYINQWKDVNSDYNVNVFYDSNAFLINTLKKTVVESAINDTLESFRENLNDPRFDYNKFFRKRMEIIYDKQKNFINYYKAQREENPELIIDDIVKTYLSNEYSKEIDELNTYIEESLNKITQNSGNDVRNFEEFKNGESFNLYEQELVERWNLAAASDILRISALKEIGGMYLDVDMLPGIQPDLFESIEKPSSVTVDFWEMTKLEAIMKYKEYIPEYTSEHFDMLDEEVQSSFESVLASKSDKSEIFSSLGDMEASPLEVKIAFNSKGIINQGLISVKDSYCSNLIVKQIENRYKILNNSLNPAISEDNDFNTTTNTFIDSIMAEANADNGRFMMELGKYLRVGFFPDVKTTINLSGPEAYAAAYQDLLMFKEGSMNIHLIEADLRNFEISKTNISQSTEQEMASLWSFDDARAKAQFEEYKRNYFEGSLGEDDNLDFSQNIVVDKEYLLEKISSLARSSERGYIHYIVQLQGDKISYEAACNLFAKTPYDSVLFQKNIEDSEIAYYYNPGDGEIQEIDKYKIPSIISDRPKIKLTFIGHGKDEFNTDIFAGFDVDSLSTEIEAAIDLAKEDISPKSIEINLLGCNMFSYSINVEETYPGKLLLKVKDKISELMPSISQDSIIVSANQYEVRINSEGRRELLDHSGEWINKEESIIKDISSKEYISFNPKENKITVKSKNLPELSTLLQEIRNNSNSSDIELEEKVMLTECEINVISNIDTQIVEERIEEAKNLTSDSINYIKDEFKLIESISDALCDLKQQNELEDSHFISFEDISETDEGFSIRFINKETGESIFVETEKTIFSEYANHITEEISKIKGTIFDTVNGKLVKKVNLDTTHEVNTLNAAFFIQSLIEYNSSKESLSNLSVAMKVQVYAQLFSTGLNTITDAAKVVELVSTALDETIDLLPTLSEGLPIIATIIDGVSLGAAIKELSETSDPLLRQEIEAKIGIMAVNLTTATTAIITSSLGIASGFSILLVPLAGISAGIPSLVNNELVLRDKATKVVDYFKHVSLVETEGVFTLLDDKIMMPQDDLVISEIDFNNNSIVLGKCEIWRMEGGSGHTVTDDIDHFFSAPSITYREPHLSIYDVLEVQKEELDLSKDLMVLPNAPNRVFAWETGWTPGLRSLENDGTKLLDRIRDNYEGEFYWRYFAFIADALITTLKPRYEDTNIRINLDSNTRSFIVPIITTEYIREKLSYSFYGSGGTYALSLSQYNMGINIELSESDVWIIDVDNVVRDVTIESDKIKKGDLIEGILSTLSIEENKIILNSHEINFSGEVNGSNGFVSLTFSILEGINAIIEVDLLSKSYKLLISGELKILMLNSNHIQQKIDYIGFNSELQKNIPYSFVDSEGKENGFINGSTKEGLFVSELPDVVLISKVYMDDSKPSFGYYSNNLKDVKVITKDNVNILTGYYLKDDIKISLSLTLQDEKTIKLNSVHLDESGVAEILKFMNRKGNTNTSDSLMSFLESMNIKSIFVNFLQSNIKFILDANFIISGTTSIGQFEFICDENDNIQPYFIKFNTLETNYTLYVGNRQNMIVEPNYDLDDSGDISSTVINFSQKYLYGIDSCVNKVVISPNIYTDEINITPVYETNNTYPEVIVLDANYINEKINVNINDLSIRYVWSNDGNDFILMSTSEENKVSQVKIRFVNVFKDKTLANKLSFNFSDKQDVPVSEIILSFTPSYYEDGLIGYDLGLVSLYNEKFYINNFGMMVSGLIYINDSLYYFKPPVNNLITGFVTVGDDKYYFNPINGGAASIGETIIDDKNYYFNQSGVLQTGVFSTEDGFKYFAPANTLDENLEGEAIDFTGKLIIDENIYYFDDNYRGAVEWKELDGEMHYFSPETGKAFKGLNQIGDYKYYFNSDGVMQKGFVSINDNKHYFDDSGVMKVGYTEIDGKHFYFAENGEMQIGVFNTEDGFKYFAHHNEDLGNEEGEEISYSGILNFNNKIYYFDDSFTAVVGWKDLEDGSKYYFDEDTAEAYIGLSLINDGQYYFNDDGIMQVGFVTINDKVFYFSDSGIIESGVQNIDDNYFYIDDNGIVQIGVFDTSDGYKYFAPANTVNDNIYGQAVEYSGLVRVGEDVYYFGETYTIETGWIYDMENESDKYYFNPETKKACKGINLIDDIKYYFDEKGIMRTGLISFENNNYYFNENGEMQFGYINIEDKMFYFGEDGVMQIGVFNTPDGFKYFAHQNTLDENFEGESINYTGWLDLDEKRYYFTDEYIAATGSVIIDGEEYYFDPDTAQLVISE
* hit, by the source's call.

SMILES	TcdB GH inh
C[C@@H]1CN([C@H](C)CO)S(=O)(=O)c2ccc(C#Cc3ccncc3)cc2O[C@H]1CN(C)C(=O)C1CCOCC1	0.5
CCNC(=O)C[C@H]1CC[C@H]2[C@H](COc3ccc(NC(=O)Nc4ccccc4F)cc3C(=O)N2C)O1	0.2
O=C(C[C@@H]1C[C@H]2c3cc(NC(=O)c4cccnc4)ccc3O[C@H]2[C@@H](CO)O1)NC1CCCCC1	-1.2
O=C(c1ccc2c(c1)OCO2)N1C[C@@H]2[C@H](c3ccccc31)[C@H](CO)N2Cc1cccnc1	-0.2
N#C[C@@H]1[C@@H](c2ccccc2)[C@@H](CO)N1S(=O)(=O)c1ccc(-c2ccccc2)cc1	0.3
COc1ccc(CN(C)C[C@@H]2Oc3ccc(NS(=O)(=O)c4cccs4)cc3C(=O)N([C@H](C)CO)C[C@H]2C)cc1	-1.2
O=C(N[C@@H]1CC[C@@H](CCn2cc(C3(O)CCCC3)nn2)O[C@@H]1CO)C1CCOCC1	-1.2
C/C=C/c1ccc2c(c1)O[C@H](CN(C)C(=O)Cc1ccccc1)[C@H](C)CN([C@H](C)CO)S2(=O)=O	0.9
CO[C@@H]1CN(C)C(=O)c2cc(NC(=O)C3CC3)ccc2OC[C@H](C)N(C(=O)Cc2ccccn2)C[C@H]1C	1.0
C[C@@H]1CN([C@@H](C)CO)C(=O)c2cccc(NS(=O)(=O)c3ccc(Cl)cc3)c2O[C@H]1CN(C)C(=O)Nc1cccc2ccccc12	-0.8
CN(C)CC(=O)Nc1ccc2c(c1)[C@@H]1C[C@@H](CC(=O)NCCN3CCCCC3)O[C@@H](CO)[C@@H]1O2	0.3
C[C@H](CO)N1C[C@H](C)[C@@H](CN(C)Cc2ccccc2F)Oc2ncc(C#CCN(C)C)cc2C1=O	-0.3
O=C(c1ccc(F)cc1)N1CC(=O)N2[C@H](C1)[C@@H](c1ccc(-c3ccccc3)cc1)[C@@H]2CO	0.0
O=C(C[C@H]1C=C[C@@H](NC(=O)Cc2cccnc2)[C@H](CO)O1)Nc1ccc(-c2ccccc2)cc1	0.0
C[C@H]1CN([C@@H](C)CO)C(=O)c2cc(C3=CCCCC3)cnc2O[C@H]1CN(C)C(=O)Nc1cccc(F)c1	0.4
CO[C@H]1CN(C)C(=O)c2ccc(NC(=O)C3CCC3)cc2OC[C@@H](C)N(Cc2ccc(F)cc2)C[C@@H]1C	-1.1
CC(C)NC(=O)N(C)C[C@H]1OCCCC[C@@H](C)Oc2ccc(NS(C)(=O)=O)cc2C(=O)N([C@H](C)CO)C[C@@H]1C	0.1
C[C@@H]1CCCCO[C@H](CN(C)C(=O)Nc2ccc(C(F)(F)F)cc2)[C@@H](C)CN([C@H](C)CO)C(=O)c2cc(NC(=O)Cc3ccccc3)ccc2O1	-0.2
COc1ccccc1-c1ccccc1[C@H]1[C@@H](CO)N(C(=O)C2CC2)[C@H]1C#N	5.2
C[C@@H]1CN([C@H](C)CO)C(=O)c2cc(-c3ccccc3F)cnc2O[C@@H]1CN(C)C	-1.4
O=C(C[C@@H]1CC[C@@H]2[C@H](COC[C@H](O)CN2Cc2ccccc2)O1)NCCc1ccccc1	-0.8
CN(C)C(=O)C[C@@H]1C[C@@H]2c3cc(NC(=O)c4ccc5c(c4)OCO5)ccc3O[C@@H]2[C@@H](CO)O1	2.7
CCCNC(=O)N[C@@H]1CC[C@@H](CC(=O)NC2CCCCC2)O[C@H]1CO	-0.5
O=C(C[C@@H]1CC[C@H]2[C@@H](COC[C@H](O)CN2Cc2ccc3c(c2)OCO3)O1)Nc1ccc(-c2ccccc2)cc1	0.0
Cc1noc(C)c1S(=O)(=O)Nc1ccc2c(c1)C(=O)N([C@@H](C)CO)C[C@@H](C)[C@H](CN(C)Cc1ccc(C(=O)O)cc1)O2	-1.8
COCC(=O)N1CCCCN2[C@H](C1)[C@@H](c1ccc(C#Cc3ccc(OC)cc3)cc1)[C@@H]2CO	0.7
CCCC#Cc1ccc([C@@H]2[C@@H](CO)N3CCCCN(S(=O)(=O)c4ccccc4F)C[C@@H]23)cc1	-0.4
CCCN1[C@H](C(=O)N(C)C)[C@@H](CO)[C@@H]2Cn3c(ccc(C4=CCCCC4)c3=O)[C@@H]21	-0.8
C[C@H](CO)N1C[C@H](C)[C@@H](CN(C)C(=O)Nc2ccccc2)Oc2ccc(NS(=O)(=O)c3ccccc3)cc2CC1=O	-1.3
CCS(=O)(=O)NCC[C@@H]1CC[C@@H](NS(=O)(=O)c2ccccc2C)[C@H](CO)O1	1.2
C/C=C/c1ccc2c(c1)O[C@@H](CN(C)C(=O)c1cnccn1)[C@H](C)CN([C@@H](C)CO)S2(=O)=O	-1.6
C[C@@H](O)C#Cc1cnc2c(c1)C(=O)N([C@@H](C)CO)C[C@H](C)[C@@H](CN(C)C(=O)c1ccccc1F)O2	1.8
C[C@@H]1CN([C@@H](C)CO)C(=O)c2cccc(NS(C)(=O)=O)c2O[C@@H]1CN(C)Cc1ccccc1	-0.3
O=C(C[C@@H]1CC[C@@H](NC(=O)c2ccc(F)cc2)[C@@H](CO)O1)NCCc1ccccc1	0.1
C[C@H]1CN([C@@H](C)CO)C(=O)Cc2cc(N(C)C)ccc2O[C@@H]1CN(C)C(=O)Nc1ccc2c(c1)OCO2	-11.2
CN1c2ccc(-c3cccc(F)c3)cc2[C@@H]2[C@@H](CCN2C(=O)c2cccc(F)c2)[C@@H]1CO	-0.7
CCCNC(=O)Nc1ccc2c(c1)C(=O)N(C)C[C@H](OC)[C@@H](C)CN(C(=O)C1CCC1)[C@H](C)CO2	0.4
COc1ccc2c3c([nH]c2c1)[C@H](CO)N(C(=O)NC(C)C)CC31CN(Cc2ccc(F)cc2)C1	-0.6
CC(C)CC#Cc1cnc2c(c1)C(=O)N([C@@H](C)CO)C[C@@H](C)[C@@H](CN(C)C(=O)c1ccccc1F)O2	0.2
COc1ccc2c3c(n(C)c2c1)[C@@H](CO)N(CC1CC1)CC31CN(C(=O)CC2CC2)C1	1.1
CCCNC(=O)[C@H]1[C@H](CO)[C@H]2Cn3c(ccc(-c4ccc(F)cc4)c3=O)[C@H]2N1C	0.8
CC(C)NC(=O)N(C)C[C@@H]1OCc2ccccc2-c2ccccc2C(=O)N([C@@H](C)CO)C[C@H]1C	0.9
C[C@H]1CCCCO[C@H](CN(C)CC2CC2)[C@@H](C)CN([C@@H](C)CO)C(=O)c2cc(NC(=O)Nc3ccc4c(c3)OCO4)ccc2O1	0.7
COc1ccccc1-c1ccc2c(c1)[C@@H]1[C@@H](CCN1S(=O)(=O)c1ccccc1)[C@H](CO)N2	-1.1
O=C(c1cnccn1)N1CC(=O)N2[C@H](CO)[C@H](c3ccc(C#CC4CC4)cc3)[C@@H]2C1	0.0
CC=Cc1ccc2n(c1=O)C[C@H]1[C@H](CO)[C@@H](C(=O)N(C)C)N(CCC)[C@@H]21 (mixture of isomers)	-0.3
C[C@H]1CN([C@@H](C)CO)C(=O)c2cc(NC(=O)Nc3ccc(C(F)(F)F)cc3)ccc2O[C@@H]1CN(C)S(C)(=O)=O	0.3
N#Cc1cccc(-c2ccc([C@@H]3[C@@H](CO)N4CCCCN(C(=O)Nc5ccccc5)C[C@H]34)cc2)c1	1.6
COc1ccc(CN(C)C[C@H]2OCc3cn(nn3)CCCC(=O)N([C@H](C)CO)C[C@@H]2C)cc1	0.9
C[C@@H]1CN([C@H](C)CO)C(=O)Cc2cc(NC(=O)NC3CCCCC3)ccc2O[C@@H]1CN(C)Cc1ccncc1	-1.4

Molecules from the list above that have two or more sulfur atoms (2):
SMILES	TcdB GH inh
COc1ccc(CN(C)C[C@@H]2Oc3ccc(NS(=O)(=O)c4cccs4)cc3C(=O)N([C@H](C)CO)C[C@H]2C)cc1	-1.2
CCS(=O)(=O)NCC[C@@H]1CC[C@@H](NS(=O)(=O)c2ccccc2C)[C@H](CO)O1	1.2

(next part)
SMILES	TcdB GH inh
Cc1ccc(S(=O)(=O)Nc2ccc3c(c2)C(=O)N([C@@H](C)CO)C[C@@H](C)[C@H](CN(C)S(=O)(=O)c2cn(C)cn2)OCCCC[C@@H](C)O3)cc1	0.8
CCCC#Cc1cnc2c(c1)C(=O)N([C@@H](C)CO)C[C@H](C)[C@@H](CN(C)S(=O)(=O)c1cccc(OC)c1)O2	0.7
O=C(C[C@@H]1CC[C@@H]2[C@H](COC[C@H](O)CN2C(=O)Nc2ccc(F)cc2)O1)NCCCN1CCOCC1	-1.0
C[C@@H]1CN([C@H](C)CO)C(=O)c2cccc(NS(=O)(=O)c3cccs3)c2O[C@H]1CN(C)C(=O)Nc1ccc(C(F)(F)F)cc1	-4.0
O=C(C[C@H]1C[C@H]2c3cc(NC(=O)NC4CCCCC4)ccc3O[C@H]2[C@H](CO)O1)NCC(F)(F)F	0.2
C[C@@H]1CN([C@H](C)CO)C(=O)c2cc(-c3ccccc3)cnc2O[C@@H]1CN(C)C(=O)c1cccnc1	1.4
CO[C@H]1CN(C)C(=O)c2ccc(NS(C)(=O)=O)cc2OC[C@@H](C)N(C(=O)C2CC2)C[C@@H]1C	-1.7
Cc1ccc(S(=O)(=O)Nc2ccc3c(c2)C(=O)N([C@@H](C)CO)C[C@@H](C)[C@H](CN(C)C(=O)Nc2ccccc2)O3)cc1	-0.8
CO[C@@H]1CN(C)C(=O)c2cc(NS(=O)(=O)c3ccc(Cl)cc3)ccc2OC[C@H](C)NC[C@H]1C	0.4
C[C@H](CO)N1C[C@H](C)[C@H](CN(C)C(=O)NC2CCCCC2)Oc2ncc(-c3ccccc3)cc2C1=O	0.4
C[C@@H]1CN([C@H](C)CO)C(=O)c2cc(C#CCN(C)C)cnc2O[C@@H]1CN(C)C(=O)Cc1ccccc1	-0.9
COc1ccc(NC(=O)Nc2ccc3c(c2)C(=O)N([C@@H](C)CO)C[C@H](C)[C@H](CN(C)S(=O)(=O)c2ccc(C)cc2)OCCCC[C@@H](C)O3)cc1	-0.1
CO[C@H]1CN(C)C(=O)c2ccc(NS(=O)(=O)c3ccccc3)cc2OC[C@@H](C)N(Cc2nccs2)C[C@@H]1C	1.8
CN1CCN(C(=O)C[C@@H]2CC[C@H]3[C@@H](COC[C@H](O)CN3C(=O)Nc3ccc(F)cc3)O2)CC1	0.0
CNC[C@@H]1OCCCC[C@@H](C)Oc2ccc(NS(=O)(=O)c3ccc(Cl)cc3)cc2C(=O)N([C@H](C)CO)C[C@H]1C	-5.5
CO[C@@H]1CN(C)C(=O)c2ccc(NC(=O)Nc3ccc(Cl)cc3)cc2OC[C@H](C)N(C(=O)Nc2c(C)noc2C)C[C@@H]1C	1.7
CCC(=O)N(C)C[C@H]1Oc2ncc(C#Cc3ccccc3OC)cc2C(=O)N([C@@H](C)CO)C[C@H]1C	-19.3
N#C[C@@H]1[C@@H](c2ccc(-c3cccc(F)c3)cc2)[C@H](CO)N1c1nc(-c2ccccc2)cs1	-0.4
COc1ccc(-c2cnc3c(c2)C(=O)N([C@@H](C)CO)C[C@@H](C)[C@@H](CN(C)Cc2ccc(C(=O)O)cc2)O3)cc1	0.7
C[C@@H]1CN([C@H](C)CO)C(=O)Cc2cc(NC(=O)Nc3ccccc3)ccc2O[C@@H]1CN(C)Cc1ccc(-c2ccccc2)cc1	-0.1
CO[C@H]1CN(C)C(=O)c2cc(NC(=O)c3ccc4c(c3)OCO4)ccc2OC[C@@H](C)NC[C@H]1C	-0.3
C[C@@H]1CN([C@H](C)CO)S(=O)(=O)c2ccc(Br)cc2O[C@H]1CN(C)C(=O)CC1CC1	0.4
Cc1noc(C)c1S(=O)(=O)Nc1ccc2c(c1)C(=O)N([C@@H](C)CO)C[C@@H](C)[C@@H](CN(C)C(=O)NC1CCCCC1)OCCCC[C@H](C)O2	0.1
COc1ccc2c3c(n(C)c2c1)[C@@H](CO)N(Cc1ccc(Cl)cc1)CC31CCN(CC2CC2)CC1	-2.2
COc1ccc(NC(=O)N(C)C[C@@H]2Oc3c(cccc3N(C)C)C(=O)N([C@H](C)CO)C[C@@H]2C)cc1	0.5
O=C(C[C@@H]1CC[C@@H]2[C@H](COC[C@H](O)CN2CCC(F)(F)F)O1)N1CCC(Cc2ccccc2)CC1	0.0
CC(C)NC(=O)NCC[C@H]1CC[C@H](NC(=O)CCN2CCCCC2)[C@H](CO)O1	-2.8
O=C(N[C@H]1C[C@@H]2O[C@@H](CO)CC[C@@H]2O[C@@H]1CCc1ccc(-c2ccccc2)cc1)c1cnccn1	1.0
C[C@@H]1CN([C@H](C)CO)C(=O)c2cccc(NC(=O)C3CCCCC3)c2O[C@H]1CN(C)S(C)(=O)=O	-0.3
COc1ccc(CN2CC3(CCN(C(=O)C4CC4)CC3)c3c(n(C)c4cc(OC)ccc34)[C@H]2CO)cc1	0.1
O=C(C[C@H]1C[C@H]2c3cc(NC(=O)Cc4ccncc4)ccc3O[C@H]2[C@@H](CO)O1)NCc1ccccc1	0.2
CC(C)NC(=O)N(C)C[C@H]1OCCCC[C@@H](C)Oc2ccc(N(C)C)cc2C(=O)N([C@@H](C)CO)C[C@@H]1C	-14.8

Taken from above.
COc1ccc2c3c(n(C)c2c1)[C@@H](CO)N(Cc1ccc(Cl)cc1)CC31CCN(CC2CC2)CC1 | TcdB GH inh: -2.2
CC(C)NC(=O)NCC[C@H]1CC[C@H](NC(=O)CCN2CCCCC2)[C@H](CO)O1 | TcdB GH inh: -2.8
COc1ccc(NC(=O)N(C)C[C@@H]2Oc3c(cccc3N(C)C)C(=O)N([C@H](C)CO)C[C@@H]2C)cc1 | TcdB GH inh: 0.5
O=C(N[C@H]1C[C@@H]2O[C@@H](CO)CC[C@@H]2O[C@@H]1CCc1ccc(-c2ccccc2)cc1)c1cnccn1 | TcdB GH inh: 1.0
O=C(C[C@H]1C[C@H]2c3cc(NC(=O)Cc4ccncc4)ccc3O[C@H]2[C@@H](CO)O1)NCc1ccccc1 | TcdB GH inh: 0.2

A portion from further up, as a working copy:
SMILES	TcdB GH inh
C[C@@H]1CN([C@H](C)CO)C(=O)c2cccc(NC(=O)C3CCCCC3)c2O[C@H]1CN(C)S(C)(=O)=O	-0.3
COc1ccc(CN2CC3(CCN(C(=O)C4CC4)CC3)c3c(n(C)c4cc(OC)ccc34)[C@H]2CO)cc1	0.1
O=C(C[C@H]1C[C@H]2c3cc(NC(=O)Cc4ccncc4)ccc3O[C@H]2[C@@H](CO)O1)NCc1ccccc1	0.2
CC(C)NC(=O)N(C)C[C@H]1OCCCC[C@@H](C)Oc2ccc(N(C)C)cc2C(=O)N([C@@H](C)CO)C[C@@H]1C	-14.8

A portion of the library, so the mix of outcomes need not match the whole.
